# Screens from PubChem.
# TRHR PAM = qHTS for Small Molecule Agonists and Allosteric Enhancers of Human TRH Receptor: Primary Screen for Enhancers; Thyrotropin-releasing hormone receptor (Homo sapiens), P34981; TRHR cells, fluo-8 calcium fluorescence, EC20 TRH enhancement; enhancement, % at 2 µM; actives 0.66% (n = 360,000); in the data active = enhancement above about 30%; also: 0% is about no effect
# Target sequence (P34981 whole entry, looked up): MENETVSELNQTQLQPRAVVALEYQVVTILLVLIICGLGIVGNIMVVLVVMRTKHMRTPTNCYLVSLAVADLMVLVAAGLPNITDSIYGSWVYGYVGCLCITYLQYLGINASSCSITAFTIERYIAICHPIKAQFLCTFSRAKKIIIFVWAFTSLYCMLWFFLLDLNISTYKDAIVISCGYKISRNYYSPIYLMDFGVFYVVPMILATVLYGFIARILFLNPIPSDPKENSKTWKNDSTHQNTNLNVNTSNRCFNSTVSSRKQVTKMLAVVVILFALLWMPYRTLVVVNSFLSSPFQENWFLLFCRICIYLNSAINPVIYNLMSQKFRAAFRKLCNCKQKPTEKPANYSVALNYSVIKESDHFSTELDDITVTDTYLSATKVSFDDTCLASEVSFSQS
#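 TRHR-expressing cells loaded with fluo-8 calcium dye were read kinetically (ex 480/em 530) during compound addition, then stimulated with an EC20 of TRH (10 nM final). Enhancement of the Gq-mediated intracellular calcium response was scored.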
# TrxR1 inh = qHTS Assay for Inhibitors of Mammalian Selenoprotein Thioredoxin Reductase 1 (TrxR1): qHTS. recombinant rTrxR1, NADPH fluorescence consumption, selenite substrate. actives 1% (n = 390,000). Thioredoxin reductase 1, cytoplasmic (Rattus norvegicus), O89049. AID 588453, 2011. Potency, µM (highest dose often 114 µM), without a hit: at the top dose activity change, negative = inhibition, most hits filed as inhibitors; also: potency is read from the fitted curve at half-maximal effect; % is scaled to controls: 0 for no effect and ±100 for the full control effect; nearly all actives have a fitted effect of over 65% in size
#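 Rat TrxR1 (90 nM in the dispensed reagent) was pre-reduced with 400 uM NADPH for 5 min at room temperature, then incubated with compound for 15 min. After 400 uM selenite was added, NADPH fluorescence (Ex 340/Em 450 nm) was followed for 8 min.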
# D2 agonist = HTS Assay for Allosteric Agonists of the Human D2 Dopamine Receptor: Primary Screen for Agonists; actives 0.53% (n = 340,000); HEK293 T-REx D2 cells, calcium flux agonist mode; AID 485358, 2010; D(2) dopamine receptor (Homo sapiens), P14416; activation, % at 2 µM;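 active = activation over 3 SD above normal in the single-dose calcium agonist read, cut at about 30% in these data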; also: 0% is about no effect
#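 Agonism scored from kinetic calcium signal (1 read/sec, 180 s) following compound pin transfer, after a 10 s baseline. Cells: HEK293 Trex line expressing inducible D2 receptor coupled to calcium, dye-loaded after overnight culture at 30 C.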
# TRHR agonist = qHTS for Small Molecule Agonists and Allosteric Enhancers of Human TRH Receptor: Primary Screen for Agonists. TRHR cells, calcium flux fluo-8, FDSS agonist mode. activation, % at 2 µM. AID 493084, 2011. actives 0.18% (n = 360,000); in the data active = activation above about 30%; also: 0% is about no effect
#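 Fluo-8-loaded TRHR cells; 10 s baseline, compound added, kinetic Ca2+ fluorescence read 1/s, agonist mode.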
# IDH1 R132H inh = qHTS for Inhibitors of mutant isocitrate dehydrogenase 1 (IDH1): qHTS; Potency, µM (doses to about 76.6 µM), for inactives: at the top dose activity change, negative = inhibition, hits mostly inhibitors; actives 0.093% (n = 390,000); IDH1-R132H enzyme, NADPH consumption, diaphorase/resazurin fluorescence; Isocitrate dehydrogenase [NADP] cytoplasmic (Homo sapiens), O75874; also: potency is read from the fitted curve at half-maximal effect; % is scaled to controls: 0 for no effect and ±100 for the full control effect; nearly all actives have a fitted effect of over 65% in size
#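 IDH1-R132H (0.5 ug/mL) preincubated 30 min with compound, then NADPH (0.016 mM) and alpha-KG (2 mM) added; 80 min at RT, pH 7.5. Remaining NADPH coupled via diaphorase/resazurin to fluorescence (540/590 nm); concentration-response curves normalized to no-enzyme control.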
# D2 antag = HTS Assay for Allosteric Antagonists of the Human D2 Dopamine Receptor: Primary Screen for Antagonists; actives 2% (n = 340,000); D(2) dopamine receptor (Homo sapiens), P14416; HEK293 TREx D2 cells, calcium flux, dopamine EC80; inhibition, % at 10 µM; in the data active = inhibition above about 30%; also: 0% is about no effect
#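 In this primary screen, negative modulation is detected by tracking calcium flux after an EC80 dopamine challenge in inducible HEK293 T-REx D2 cells preexposed to test compound for 180 s.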
# USP1-UAF1 inh = Inhibitors of USP1/UAF1: Primary Screen. AID 743255, 2014. Ubiquitin carboxyl-terminal hydrolase 1 (Homo sapiens), O94782. Potency, µM (series often up to 57.1 µM), inactives show top-dose activity change, negative = inhibition, hits mostly inhibitors. actives 0.23% (n = 390,000). recombinant USP1/UAF1, Ub-Rhodamine cleavage fluorescence; also: potency is read from the fitted curve at half-maximal effect; % is scaled to controls: 0 for no effect and ±100 for the full control effect; nearly all actives have a fitted effect of over 60% in size; inactives centre near -12
#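 High-throughput fluorogenic screen: 1nM USP1/UAF1 complex, Ub-Rho substrate 150nM final, 50mM HEPES pH 7.8 with 0.5mM EDTA, 0.1 mg/ml BSA, 1mM TCEP and 0.01% Tween-20.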
# TrxR1 substrate = qHTS Assay for Substrates of Mammalian Selenoprotein Thioredoxin Reductase 1 (TrxR1): qHTS; Potency, µM (highest dose often 114 µM), inactives show at the top dose activity change, negative = substrate turnover; actives 0.01% (n = 390,000); Thioredoxin reductase 1, cytoplasmic (Rattus norvegicus), O89049; AID 588456, 2011; purified TrxR1 substrate turnover, NADPH consumption readout; also: potency is read from the fitted curve at half-maximal effect; % is scaled to controls: 0 for no effect and ±100 for the full control effect; nearly all actives have a fitted effect of over 50% in size
#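 Rat TrxR1, dispensed at 90 nM, was prereduced with 400 uM NADPH (final) for 5 min at ~22 deg C, then incubated with compound 15 min before 400 uM selenite. A first-read NADPH fluorescence drop versus no-compound background flagged substrates.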
# PI4K2A inh = qHTS for small molecular inhibitors of PI4K2A; Phosphatidylinositol 4-kinase type 2-alpha (Homo sapiens), Q9BTU6; purified PI4K2A, ADP-Glo luminescence, 1 h; hits give low values; activity change, negative = inhibition, % at 76.9 µM; actives 0.13% (n = 420,000); AID 1346378, 2018; in the data active = activity change below about -50%; inconclusive = mostly about -30% to -49%;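 also: -100% = wells without enzyme as full effect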
# Target sequence (Q9BTU6 whole entry, looked up): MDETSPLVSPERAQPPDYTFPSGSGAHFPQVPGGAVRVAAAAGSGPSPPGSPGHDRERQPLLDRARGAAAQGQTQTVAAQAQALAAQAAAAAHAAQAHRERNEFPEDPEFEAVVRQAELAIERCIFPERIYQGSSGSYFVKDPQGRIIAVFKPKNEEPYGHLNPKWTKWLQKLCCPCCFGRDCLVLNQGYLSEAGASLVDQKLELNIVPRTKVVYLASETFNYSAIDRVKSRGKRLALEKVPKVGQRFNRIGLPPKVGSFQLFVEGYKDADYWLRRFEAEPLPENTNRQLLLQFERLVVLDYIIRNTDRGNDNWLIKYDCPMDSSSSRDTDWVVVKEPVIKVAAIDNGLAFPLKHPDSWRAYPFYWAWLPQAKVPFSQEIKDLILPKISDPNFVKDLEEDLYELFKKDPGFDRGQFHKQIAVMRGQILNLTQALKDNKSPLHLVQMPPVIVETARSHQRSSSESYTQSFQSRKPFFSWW
#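 Compounds are screened against recombinant PI4K2A using PI as substrate and ATP, the latter dispensed at 300 microM. Reactions run one hour at ambient temperature before ADP-Glo detection; full inhibition defined by wells lacking enzyme.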
# * marks the source's active call; other numbers are inactive results; ? = inconclusive; · = not tested or not shown; & = joins results of further samples; [ ] = another dose, or the depositor's remark. Unless noted, calls follow the shape of the dose curve; as a rule, active = well fitted inhibition curve with a large enough effect; inconclusive = small, poorly fitted or top-dose-only effect; inactive = no such curve, though single readings can be large or run the other way.
SMILES,TRHR PAM,TrxR1 inh,D2 agonist,TRHR agonist,IDH1 R132H inh,D2 antag,USP1-UAF1 inh,TrxR1 substrate,PI4K2A inh
COc1ccc(NC(=O)N2CCC(c3nc(-c4cccs4)no3)CC2)cc1,-2,4%,-0.3,0.2,1%,10,-11%,-5%,-6
CCCCOC(=O)c1cc(-c2ccc(/C=N/n3cnnc3)o2)ccc1Cl,·,3%,·,·,21%,·,-11%,21%,5
COc1ccc(O)c(C2=Nc3ccccc3N=C(c3cccs3)C2)c1,1,-9%,-0.4,0.0,4%,-19,5%,-10%,0
O=C(O)c1ncc(-c2ccccc2)cn1,-11,32%,0.3,0.4,18%,19,-13%,16%,-1
O=S(=O)(c1cccs1)n1nnc2ccccc21,0,-12%,·,0.1,9%,·,3%,2%,9
CC[C@@H](C)C(C(=O)N1CCN(C(=O)OC(C)(C)C)CC1)n1cc(-c2cn([C@@H](C)C(=O)N3CCN(C(=O)OC(C)(C)C)CC3)nn2)nn1 (some centres not stated),1,-4%,·,-0.7,-7%,·,-8%,-4%,0
c1cc2c(cc1-c1csc(NNC3=NCCCCC3)n1)OCCO2,2,9%[57.1 µM],-1.0,-0.1,?,-4,-13%,5%[57.1 µM],?
Cc1ccc(S(=O)(=O)n2nccc2-c2c(-c3ccccc3)noc2C)cc1,-7,18%[57.1 µM],0.6,0.0,-3%,5,-2%,-4%[57.1 µM],0
Cn1c(C(=O)NCc2ccc(F)cc2)cc2c(=O)n(C)c3ccccc3c21,2,27%,·,-0.3,10%,·,-19%,6%,-16
Cc1ccc(-n2c(C)cc3c2CCCC3=O)cc1,-9,-11%,-0.5,-2.0,1%,3,-12%,-10%,-1
COc1ccccc1C(=O)Nc1ccnn1C1CCN(CC2CC=CCC2)CC1 (configuration not stated),6,-1%,0.1,0.2,4%,-41,-2%,0%,-8
Fc1ccc(NCc2nnc(SCc3nnc(-c4ccccc4)o3)n2Cc2ccccc2)cc1,-15,11%[57.1 µM],·,0.7,-7%,·,-9%,2%[57.1 µM],0
Cc1cc(-c2ccccc2)n(-c2ccccc2)n1,2,19%,0.9,-0.9,0%,3,-26%,-1%,14
COc1ccc(-c2ccc(C#N)c(SCC(=O)Nc3sc4c(c3C#N)CCC4)n2)cc1,13,-4%[57.1 µM],0.0,-0.8,-2%,6,-1%,12%[57.1 µM],-3
O=C(Cn1cnc2sc(-c3ccccc3)cc2c1=O)N1CCOCC1,-3,3%,1.4,0.0,8%,23,2%,1%,-1
O=C(CNC(=O)c1ccc(Br)cc1)NCC(=O)OCC(=O)c1ccccc1,-5,10%[57.1 µM],0.0,-0.1,6%,-6,-4%,3%[57.1 µM],-3
Cc1cc(Cl)c(S(=O)(=O)N/N=C/c2ccc3c(c2)OCO3)c(Cl)c1,4,2%,0.6,-0.2,8%,6,-15%,-8%,-6
CCOC(=O)CSc1nnc(CNC(=O)c2ccccc2OC)n1-c1ccc(OC)cc1,-2,15%[57.1 µM],0.6,0.6,-3%,1,-8%,6%[57.1 µM],8
O=C(Nc1ccnc(-c2ccncc2)n1)c1ccc(F)cc1,6,13%,0.6,0.3,3%,-5,1%,-6%,-1
CCCC(C)c1nnc(NC(=O)CCS(=O)(=O)Cc2ccccc2)s1 (configuration not stated),2,30%[57.1 µM],0.5,-0.4,0%,-15,-3%,-6%,-5

# One compound at a time (already shown):
# CCOC(=O)CSc1nnc(CNC(=O)c2ccccc2OC)n1-c1ccc(OC)cc1 across the screens: TRHR PAM = -2; TrxR1 inh = 15%[57.1 µM]; D2 agonist = 0.6; TRHR agonist = 0.6; IDH1 R132H inh = -3%; D2 antag = 1; USP1-UAF1 inh = -8%; TrxR1 substrate = 6%[57.1 µM]; PI4K2A inh = 8
# COc1ccc(-c2ccc(C#N)c(SCC(=O)Nc3sc4c(c3C#N)CCC4)n2)cc1 across the screens: TRHR PAM = 13; TrxR1 inh = -4%[57.1 µM]; D2 agonist = 0.0; TRHR agonist = -0.8; IDH1 R132H inh = -2%; D2 antag = 6; USP1-UAF1 inh = -1%; TrxR1 substrate = 12%[57.1 µM]; PI4K2A inh = -3
# Cc1cc(-c2ccccc2)n(-c2ccccc2)n1 across the screens: TRHR PAM = 2; TrxR1 inh = 19%; D2 agonist = 0.9; TRHR agonist = -0.9; IDH1 R132H inh = 0%; D2 antag = 3; USP1-UAF1 inh = -26%; TrxR1 substrate = -1%; PI4K2A inh = 14

# The listing continues.
SMILES,TRHR PAM,TrxR1 inh,D2 agonist,TRHR agonist,IDH1 R132H inh,D2 antag,USP1-UAF1 inh,TrxR1 substrate,PI4K2A inh
CCN(CC)C(=O)c1sc2c(c1C)c(=O)n(Cc1ccccc1)c(=O)n2Cc1ccc(Cl)cc1,-3,17%[57.1 µM],0.4,0.1,11%,·,-19%,3%[57.1 µM],2
CCCCC(=O)Nc1ccc(S(=O)(=O)N2CCCCC2c2cccnc2)cc1 (configuration not stated),10,13%,1.1,0.0,9%,2,-6%,-5%,-1
O=C(Nc1cccc(NC(=O)c2ccc(Br)cc2)c1)c1ccccc1,-3&4,3%[57.1 µM],0.4&-1.6,0.2&-0.2,-3%&0%,-5,-14%&-9%,10%[57.1 µM],3&-1
Cc1cc(C)cc(NC(=O)CCCc2nc(-c3ccccc3Cl)no2)c1,-21,14%,-1.6,0.1,-6%,·,-12%,-6%,-4
O=C(CSc1nnc(-c2ccc(C(F)(F)F)cn2)o1)Nc1ccccc1Cl,-1,-6%[57.1 µM],1.1,1.2,-2%,-13,6%,2%[57.1 µM],-5
CCC(=O)c1ccc(OCC(O)CN(C)C2CCCCC2)cc1 (configuration not stated),3,8%[57.1 µM],-0.3,-0.9,3%,4,4%,10%[57.1 µM],8
O=C(NCCC1=CCCCC1)C1CCN(C(=O)Nc2ccccc2)CC1,1,-1%,-1.3,-1.0,5%,-29,0%,-5%,-2
CCOc1c(Br)cc(C(N)=O)cc1OCc1ccccc1,4,23%,0.1,-0.7,17%,-16,-34%,5%,1
COc1cccc(C(=O)N(CN2CCCC2=O)c2ccccc2OC)c1,1,19%,-0.6,-1.1,7%,3,-3%,5%,2
COCCCNc1nc2c(c(=O)[nH]c(=O)n2C)n1CCCc1ccccc1,-1,5%,-0.5,-0.6,6%,10,-21%,1%,4
COc1ccc(-c2nnc(NC(=O)Cc3ccccc3)o2)cc1,-5,25%,2.8,0.2,-1%,-19,-16%,5%,-5
CC1=C(C(=O)Nc2ccccn2)C(c2ccc3c(c2)OCO3)C2=C(CC(C)(C)CC2=O)N1 (configuration not stated),2,3%[57.1 µM],0.8,0.4,5%,2,-19%,3%[57.1 µM],0
Cc1ccccc1CN1CCCOCCS1(=O)=O,-3,11%&2%,1.3,-0.2,-3%,26,-27%,1%&2%,0
CC(=O)N(C)c1cccc([N+](=O)[O-])c1,-2,10%,1.7,-0.5,-2%,4,-20%,2%,-2
CCOc1ccccc1C(=O)Nc1ccc(S(=O)(=O)Nc2ncccn2)cc1,1,-10%,0.2,0.6,-6%,·,-21%,-6%,0
COc1ccc(-c2n[nH]c(=S)n2Cc2ccccc2)cc1OC,11,-11%[57.1 µM],0.2,0.6,2%,-2,-18%,14%[57.1 µM],-1
COc1cccc(NC(=O)c2ccccc2Br)c1,7,13%,-0.1,0.0,-5%,-12,-23%,0%,-7
O=C(CCCc1ccccc1)NCc1ccc2c(c1)OCO2,9,12%[57.1 µM],-0.7,-1.9,10%,11,-15%,-5%[57.1 µM],1
CN1C[C@@H]2C(c3ccccc3)C3(c4ccc(C#N)cc4)CC2(C3)[C@H]1c1ccccc1 (some centres not stated),1,2%,-0.4,0.3,-4%[38.3 µM],2,-7%,-4%,0
Cc1ccc(-n2c(SCc3ccccc3F)nc3[nH]ncc3c2=O)cc1C,-9,2%[57.1 µM],0.1,-0.1,?,·,?,-6%[57.1 µM],2
O=C(c1ccc(S(=O)(=O)N2CCCCC2)cc1)N1CCN=C1SCc1cccnc1,-7,13%,1.7,0.6,8%,-6,?,-3%,1
O=C(O)c1cc(N/N=C/c2ccc3c(c2)OCO3)ccc1Cl,7,-8%,-0.1,0.5,0%,-9,-14%,-7%,-12
CCOC(=O)c1nnc2ccnn2c1N,5,-10%,0.0,0.3,-5%,7,-14%,-5%[57.1 µM],7
CCc1ccc(-n2nc(C)c3c(C)cc(=O)n(CC(=O)Nc4ccccc4C(=O)OC)c32)cc1,4,10%[57.1 µM],-0.9,0.5,-8%,·,-12%,-1%[57.1 µM],-1
COC(=O)C1=C(C)C(c2ccc(OC)cc2)NC(=O)N1 (configuration not stated),-4,7%,-0.3,0.5,4%,-8,-3%,-4%,0
CCN(CC)C(=O)C(=O)N/N=C/c1ccc(C(=O)OC)cc1,-9,-5%[57.1 µM],0.0,0.2,4%,3,-12%,11%[57.1 µM],-2
O=C(NC1CCCC1)C(c1ccco1)N(Cc1ccccc1)C(=O)c1csnn1 (configuration not stated),7,-1%[57.1 µM],0.0,-0.2,-1%,1,-2%,4%[57.1 µM],-3
O=C(CCS(=O)(=O)c1ccccc1Cl)NC1CCCCCC1,·,-5%,·,·,2%,·,-12%,-2%,3
Cc1c(/N=C/c2ccco2)n(Cc2ccccc2)c2ccccc12,·,-28%,·,·,-1%,·,-29%,-9%,2
